# Source: PubChem BioAssay (several laboratories)
# Salmonella PhoP GFP – inhibitors of PhoP regulon expression, primary screen, Salmonella Typhimurium, GFP reporter (AID 1863) | S. Typhimurium PhoP-regulated promoter GFP reporter, 4 h; higher % means a stronger effect | inhibition, % at 50 µM, or IC50 in µM where a hit was titrated | 300,000 tested, 0.16% active;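 active = inhibition over 29.93%, a cutoff 3 SD above the screen mean, later confirmed by dose response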;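 also: 0% = low Mg2+ inducing control and 100% = high Mg2+ repressing control; strong numbers were not always called active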
# ER stress rescue – protection against thapsigargin-triggered cell killing – 384-well, CSM14.1, ATP luminescence, primary screen (AID 1222). CSM14.1 thapsigargin-induced death rescue, ATP luminescence; higher % means a stronger effect. cellular ATP content (survival), % at 20 µM, or EC50 in µM where a hit was titrated. 190,000 tested, under 10 active;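 active = EC50 below 50 µM in the dose-response confirmation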;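 also: death triggered by thapsigargin at about 15 µM added after 2 h compound pretreatment; cell ATP read after overnight thapsigargin exposure of roughly 18 to 22 hours; normalized against plate controls of thapsigargin alone and 5% DMSO vehicle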
# MT stabilizer – microtubule stabilizers in HeLa cells. HeLa tubulin immunostaining HCS, 24 h; share of cells brighter than vehicle mean+2SD. % tubulin-high responders, % at 10 µM. 200,000 tested, 0.83% active. AID 2205;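 active = plate Z-score above 3 for both tubulin-high and condensed-nucleus cell shares, with cell loss under 80%, at 10 µM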;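 also: anti alpha tubulin signal scored within the nucleus-defined area of each cell; some results filed as inactive read as strong as hits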
# Dynein cargo inh – dynein cargo transport inhibition | 3617.4 mouse cells, GR-EGFP nuclear translocation imaging; test concentration mostly 20 µM; stimulated with dexamethasone, 1 µM; active compounds read low | z-score, hits read low | 220,000 tested, 0.47% active;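 active = plate z-score of nuclear minus cytoplasmic receptor signal below a set negative limit, without overly bright fluorescence or cell loss, cut at about -3.5 in these data, passing the limit was not always enough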;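 also: z-score of nuclear minus cytoplasmic ring GR-EGFP intensity difference per well; some compounds called inactive have numbers as strong as hits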
#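 medium = tetracycline-free induction medium containing charcoal-stripped FBS | probe or stimulus = dexamethasone, 1.0 µM final | timing = 48 h induction, then 1 h compound, then 30 min agonist, 37 °C | detection = automated 10x imaging of fixed Hoechst-stained cells | read-out basis = nuclear versus cytoplasmic GR-EGFP signal, averaged per well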
# Hep lipid drop – hepatic lipid droplet formation modulation; AML12 mouse hepatocytes, oleate lipid droplets, BODIPY imaging; inhibition, % at 6.5 µM; 240,000 tested, 0.4% active;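 active = lipid droplet intensity inhibited by at least 50%, with more than 500 cells counted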
#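 System: AML12 hepatocytes (mouse). Probe or stimulus: oleic acid at 100 µM to induce lipid droplet formation. Times: overnight treatment with compound plus oleate. Detection: Image-based BODIPY and DAPI two-channel analysis. Evaluation: percent inhibition of filter-corrected integrated lipid droplet intensity per well.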
# b-catenin transl – modulators of beta-catenin nuclear translocation; HeLa beta-catenin nuclear translocation, immunofluorescence imaging; nuclear translocation activity, % at 5 µM; 190,000 tested, 0.3% active; AID 1665;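 active = nuclear translocation activity above 50% at 5 µM, with a well cell count of 50 or more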;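 also: per-cell ratio of nuclear to cytoplasmic median beta-catenin stain intensity; plate controls were DMSO negative control for no effect and GSK-3 inhibitor IX positive control for full effect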
#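 Test system: human HeLa cells, endogenous beta-catenin. Times: 24 h compound exposure, 37°C. Measured by: beta-catenin immunofluorescence imaging with DAPI.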
# Ins promoter up – MIN6 insulin promoter up-regulation; z-score at 5 µM; 190,000 tested, 0.3% active; MIN6 insulin promoter-GFP reporter, high-content imaging; active compounds read high;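 active = z-score above 3 at 5 µM with at least 500 cells counted in the well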
# Autophagy mod – modulators of autophagy | MEF GFP-LC3 puncta imaging; test concentration mostly 10 µM | calls only at 10 µM (by protocol) | 190,000 tested, 0.98% active | AID 463193;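 active = percentage of spot-positive cells more than 3 SD above its plate mean, without a fluorescence outlier flag or 80% toxicity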;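 also: spot-positive cell cutoff set from DMSO-treated cells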
# T cell HTS – T cell immune modulation candidate | AID 2052 | calls only at 7 µM | 2C CD8+ T cell-vesicle binding, flow cytometry; active compounds read low | 330,000 tested, 0.068% active;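 active = response, share of CD8 T cells binding vesicles, and their 90th percentile fluorescence all below set limits, cut at about 80% in these data, passing the limit was not always enough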
#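 Benchmarks: naked versus QL9-loaded vesicles / Assay system: purified 2C TCR transgenic mouse naive CD8+ T cells / Technique: high-throughput flow cytometry with anti-B7-1 and anti-CD8 staining / Timing: Cell–vesicle co-incubation 1.5 h at 37 °C, staining 20 min on ice / Read-out: percent CD8+ FL2 mean versus row control / Probe or stimulus: QL9-loaded Drosophila micro-vesicles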
# Dynein cargo inh cytoplasmic EGFP – also measured in Dynein cargo inh; calls as there; z-score; measured here: cytoplasmic GR-EGFP intensity; active compounds read high
# Dynein cargo inh nuclear GR-EGFP – also measured in Dynein cargo inh; calls as there; z-score; measured here: nuclear GR-EGFP intensity;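 lower value marks the stronger effect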
# Dynein cargo inh cell count – second read-out of Dynein cargo inh, no call of its own (marks repeat the call); z-score; measured here: cell count per field
# Ins promoter up cell count – also measured in Ins promoter up; calls as there; cell count; measured here: cytotoxicity, nuclei count;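 total cells summed across four imaged fields per well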
# Hep lipid drop cells 6.5 µM – recorded beside Hep lipid drop, whose call it bears; cell count; measured here: cell count, cytotoxicity flag;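 cells counted across two imaged fields per well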
# b-catenin transl cell count 5 µM – recorded beside b-catenin transl, whose call it bears; cell count; measured here: cell count, cytotoxicity flag
# T cell HTS vesicle-bound % – recorded beside T cell HTS, whose call it bears; double positive events, %; measured here: CD8+ vesicle-bound cell fraction;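 binding gate set so that unloaded-vesicle control wells show 10% double positive cells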
# MT stabilizer Hoechst-high % – also measured in MT stabilizer; calls as there; % Hoechst-high responders; measured here: nuclear condensation Hoechst responders;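 share of cells brighter than vehicle mean plus two SD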
# MT stabilizer cytotoxicity % – also measured in MT stabilizer; calls as there; toxicity, %; measured here: cytotoxicity by cell density;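 0% = mean cell density of plate MIN control wells and 100% = no cells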
# Autophagy mod cell loss 18 h – further read-out of Autophagy mod, marked with its call; toxicity, %; measured here: cell loss, nuclei count;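 cell loss after 18 h compound exposure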
# Starred values were filed as active, the others as inactive; i = inactive; . = not tested or not shown. This is a random part of the collection, and some 3% of all compounds hit somewhere here.
# Second line of a record – Salmonella PhoP GFP	ER stress rescue	MT stabilizer	MT stabilizer Hoechst-high %	MT stabilizer cytotoxicity %	Dynein cargo inh	Dynein cargo inh cytoplasmic EGFP	Dynein cargo inh nuclear GR-EGFP	Dynein cargo inh cell count	Hep lipid drop	Hep lipid drop cells 6.5 µM	b-catenin transl	b-catenin transl cell count 5 µM	Ins promoter up	Ins promoter up cell count	Autophagy mod	Autophagy mod cell loss 18 h	T cell HTS	T cell HTS vesicle-bound %
1: CCOC(=O)Cc1csc(NC(=O)C2C3C=CC(C3)C2C(=O)O)n1 (stereo unspecified)
  3.1%	-4.4%	4.3	1.4	7.2	-0.0705	-0.181	0.625	1.58	2.6	787	2.7	1101	1.64	1204	i	-0.1	i	40.7
2: CCOc1ccc(CCNC(=O)CCC(=O)Nc2ccc3nc(N4CCN(C)CC4)cc(C)c3c2)cc1OCC
  -8.2%	0.3%	2.9	1.5	7.0	-0.572	-0.309	0.457	0.693	15.1	754	-0.4	1098	-0.36	1303	i	-10.6	i	25.0
3: C=CCNC(=O)c1ccccc1CCc1ccccc1
  -9.1%	1.0%	1.9	1.7	15.4	0.825	0.349	1.04	-1.07	4.4	671	-0.6	1117	0.26	1611	i	25.5	i	42.7
4: C1=CC2CC1CC2CN1CCN(Cc2ccccc2)CC1 (stereo unspecified)
  -5.7%	0.0%	2.2	2.5	4.0	0.164	-0.22	0.754	0.0349	-9.7	708	3.1	1148	-1	755	i	-7.4	i	46.6
5: CC(C)c1ccc(O)c(N)c1
  10.3%	.	3.1	1.5	2.2	-0.766	-0.194	-0.259	0.174	-2.6	681	.	.	-0.03	1089	i	-6.2	i	44.6
6: Cc1cc(=O)[nH]c(SCC(=O)NC(C)C2CC3CCC2C3)c1C#N (stereo unspecified)
  -0.5%	-0.4%	1.8	2.7	2.3	0.157	-0.0481	0.72	-1.05	4.5	660	-0.9	1181	-0.64	1313	i	18.5	i	51.5
7: CCc1nnc(NC(=O)C2CC(=O)N(c3ccc(C)cc3)C2)s1 (stereo unspecified)
  2.9%	5.6%	1.1	2.2	11.0	0.192	-0.187	-0.14	0.0659	-17.9	762	-3.8	1222	0.28	1153	i	-11.2	i	40.0
8: CCOc1cc(/C=C(/NC(C)=O)C(=O)O)cc(Cl)c1OCc1cccc(Br)c1
  .	.	.	.	.	0.165	-0.176	0.624	0.111	-5.4	676	-0.8	1363	0.1	1056	.	.	i	52.6
9: CCN(CC)S(=O)(=O)c1cccc(C(=O)NC(Cc2c[nH]c3ccccc23)c2nnc3n2CCC3)c1 (stereo unspecified)
  32.2%	-5.3%	5.9	2.9	8.2	1.66	-0.207	0.49	-1.21	-0.9	641	.	.	0.58	1305	i	3.1	i	22.5
10: COc1ccc(-n2nc(C(=O)NCc3ccco3)c3ccccc3c2=O)cc1
  2.8%	-0.8%	1.6	1.8	6.3	-0.258	-0.312	-0.319	0.491	6.8	801	.	.	1.07	759	i	0.7	i	2.0
11: O=C(NCC1(c2ccccc2)CCCC1)c1ccccc1
  -1.0%	-2.0%	2.8	2.3	7.5	-0.293	-0.317	-0.383	-0.104	-1.0	622	-2.2	1026	-0.82	1062	i	4.2	i	47.8
12: CCn1cc(C(=O)NCC2CCCO2)c(=O)c2cc(F)c(N3CCN(C)CC3)cc21 (stereo unspecified)
  0.7%	-4.8%	6.1	2.8	5.5	-0.0318	-0.147	0.367	0.182	.	.	.	.	.	.	i	13.4	i	2.2
13: O=C(COC(=O)C1CCN(S(=O)(=O)c2ccc3c(c2)OCCO3)CC1)Nc1ccc(C(F)(F)F)cc1
  10.0%	-0.1%	1.7	1.8	3.2	0.501	-0.232	0.281	0.0169	-1.1	710	-1.3	1070	0.1	1458	i	4.9	i	20.4
14: Cc1c(C(=O)NCc2ccoc2)oc2ccc3c(c12)C(=O)CC(C)(C)O3
  -13.4%	-1.4%	3.7	1.9	10.9	-0.344	-0.195	0.14	0.337	-25.1	700	1.0	457	.	.	i	18.8	i	13.9
15: O=C(C1CCCN(Cc2nc(-c3ccc(Cl)cc3)no2)C1)N1CCOCC1 (stereo unspecified)
  -3.2%	0.3%	2.5	1.7	6.9	-0.595	-0.336	-0.335	1.46	-16.8	638	1.8	1037	-0.3	1461	i	20.8	i	0.3
16: CC(C)n1nnnc1SCC(=O)N1CCN(C(=O)c2ccco2)CC1
  0.9%	-1.1%	3.6	2.0	1.7	-0.758	-0.2	-0.633	0.0491	3.0	656	0.3	1061	0.9	1954	i	3.3	i	9.8
17: CC(=O)c1ccc(NS(=O)(=O)c2ccc(C)cc2)cc1
  -2.5%	0.5%	5.6	2.3	4.2	0.0651	-0.272	0.0513	0.426	8.6	763	-3.0	1128	-0.24	828	i	2.1	i	48.5
18: COc1ccc(C(=O)NCCSCc2ccc(C)cc2)cc1
  16.7%	1.3%	1.7	1.3	9.8	-1.06	0.483	-0.494	1.29	.	.	-0.7	1388	-0.17	1644	i	5.5	i	27.0
19: CC(C)c1ccc(S(=O)(=O)c2cc3cc(Br)ccc3oc2=O)cc1
  -14.7%	0.2%	2.3	2.8	7.4	-0.986	-0.136	-0.292	1.12	-1.9	634	2.1	1037	0.53	1212	i	-12.1	i	45.2
20: COc1cc2oc3cc(C)oc(=O)c3c2cc1OC
  -0.3%	.	.	.	.	-0.175	-0.256	0.775	-0.993	7.3	817	-0.8	1335	0.82	925	.	.	i	44.5
21: O=C(COc1ccc(Cl)cc1Cl)Nc1ccccn1
  -7.8%	-6.1%	2.6	2.9	4.2	0.416	0.0725	0.766	-0.856	9.4	751	.	.	-0.17	1249	i	5.2	i	39.2
22: N#C/C(=C\c1c(N2CCC(C(N)=O)CC2)nc2ccccn2c1=O)S(=O)(=O)c1ccccc1
  0.3%	-0.1%	6.1	2.4	7.6	0.31	-0.118	0.731	-1.36	.	.	-6.9	1024	-0.99	1216	i	-13.0	i	16.6
23: Clc1cc(CSc2ccccc2)nc(-c2ccccc2)n1
  0.3%	-2.1%	0.7	1.8	7.8	.	.	.	.	0.1	570	0.1	1042	-0.29	1643	i	-3.0	i	24.7
24: COc1ccc(C2(CNC(=O)c3cccs3)CCOCC2)cc1
  -5.1%	-0.8%	1.2	1.4	4.5	-0.496	-0.0828	-0.0723	0.399	.	.	-0.2	1555	0.12	1509	i	9.6	i	25.7
25: CCOc1ccc(CN2CCN(Cc3nc4c(s3)CCCC4)CC2CCO)cc1 (stereo unspecified)
  -7.3%	-1.5%	5.4	2.0	10.3	0.832	-0.301	0.194	-0.702	3.7	711	-1.2	1033	-0.41	1410	i	-1.7	i	52.9
26: Cc1ccc(S(=O)(=O)NC(CC(C)C)C(=O)N2CCC(C)CC2)cc1 (stereo unspecified)
  6.5%	0.5%	4.2	2.8	11.7	-0.835	-0.32	-0.293	0.262	-32.1	684	-4.7	948	-0.2	1518	i	11.1	i	28.2
27: CCCCNC(=O)c1ccc(-n2c(=S)[nH]c3ccccc3c2=O)cc1
  2.0%	-0.7%	3.9	1.6	3.0	0.941	-0.331	0.5	0.0582	18.2	702	-2.2	1078	.	.	i	3.0	i	51.9
28: NS(=O)(=O)c1ccc(Nc2ccc3nonc3c2[N+](=O)[O-])cc1
  12.1%	0.9%	6.2	1.3	8.5	-0.661	-0.318	-0.579	1.03	-1.4	686	0.1	1064	-0.37	1308	i	0.5	i	54.7
29: C#CCOCCOCCOCCNc1nc(N2CCN(C(=O)[C@H]([C@@H](C)CC)n3cc([C@@H](N)Cc4ccc(O)cc4)nn3)CC2)nc(N2CCN(C(=O)[C@H](CCCCN)n3cc([C@@H](N)C(C)CC)nn3)CC2)n1 (stereo partly specified)
  1.6%	-2.1%	1.9	1.0	7.2	-0.294	-0.28	0.192	0.557	-0.9	647	-0.6	1173	-0.5	1298	i	11.2	i	26.1
30: COc1cc(NS(=O)(=O)c2ccc(NC(=S)NC(=O)c3sc4ccccc4c3Cl)cc2)ncn1
  10.7%	-0.3%	5.0	2.9	6.3	-0.783	0.252	-0.224	0.647	5.6	587	0.1	1015	-0.23	1599	i	1.0	i	46.5
31: CCOC(=O)C1=C(CN2CCSCC2)NC(=O)NC1c1ccc2c(c1)OCO2 (stereo unspecified)
  -2.2%	-1.8%	3.1	1.5	4.7	0.352	-0.206	0.432	0.598	9.1	702	-4.8	1130	-0.6	1627	i	14.5	i	53.7
32: COC(=O)c1ccc(CSc2cc(C)c3cccc(C)c3n2)o1
  -2.2%	.	3.3	1.7	9.6	0.437	-0.362	0.492	0.683	-14.8	714	-1.4	1040	2.22	1192	i	4.0	i	39.5
33: O=C(O)c1ccccc1-c1ccc(/C=c2\sc3nc4cc(Br)cnc4n3c2=O)o1
  -27.8%	-2.8%	4.1	2.7	4.7	-0.103	-0.324	0.27	-0.0348	.	.	-0.9	1330	-0.31	1598	i	5.8	i	16.0
